FadD28 FP inh: blocks FadD28 binding to the bisubstrate probe; fluorescence polarization; AID 588549; inhibition, % at 12.5 µM; hit rate 0.22% among 360,000; in the data active means inhibition above about 8.5%, passing the limit was not always enough; inconclusive means no clear call, values can overlap the other calls
BoNT-A LC inh2: blocks Botulinum neurotoxin A light chain protease; multiplex microsphere protease substrate cleavage, flow cytometry; inhibition, % at 10 µM; hit rate 0.17% among 360,000; AID 588499; further: plate controls were buffer without enzyme for full effect and enzyme alone for no effect
BoNT-F LC inh: inhibitors of Botulinum neurotoxin F light chain protease | Multiplex microsphere protease cleavage assay, flow cytometry | inhibition, % at 10 µM | hit rate 0.22% among 360,000 | AID 588497; in the data active means inhibition above about 35%, passing the limit was not always enough; inconclusive means no clear call, values can overlap the other calls; further: plate controls were buffer without enzyme for full effect and enzyme alone for no effect
Mtb BioA inh: blocks M. tuberculosis BioA enzyme activity | purified M. tuberculosis BioA enzyme, plate reader | inhibition, % at 9.99 µM | hit rate 0.096% among 360,000; in the data active means inhibition above about 40%; inconclusive means no clear call, values can overlap the other calls
FBA Mtb inh: Mtb fructose-bisphosphate aldolase inhibition; inhibition, % at 1 µM; purified M. tuberculosis FBA, fluorescence read-out; AID 588726; hit rate 2.3% among 360,000; P9WQA3; in the data active means inhibition above about 27%;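 further: 0% = vehicle and 100% = reference inhibitor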
Target sequence (P9WQA3 whole entry, looked up): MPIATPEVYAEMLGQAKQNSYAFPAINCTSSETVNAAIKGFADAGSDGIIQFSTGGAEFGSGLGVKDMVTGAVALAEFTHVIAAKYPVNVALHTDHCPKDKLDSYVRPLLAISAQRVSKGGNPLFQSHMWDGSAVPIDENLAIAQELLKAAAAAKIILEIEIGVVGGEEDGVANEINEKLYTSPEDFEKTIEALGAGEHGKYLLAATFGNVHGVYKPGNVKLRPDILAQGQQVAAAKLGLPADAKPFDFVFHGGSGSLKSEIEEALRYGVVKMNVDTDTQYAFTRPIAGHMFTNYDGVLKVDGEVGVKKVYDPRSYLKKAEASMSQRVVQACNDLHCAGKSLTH
Anthrax LF inh2: inhibitors of Bacillus anthracis lethal factor protease; hit rate 0.12% among 360,000; P15917; multiplex microsphere protease cleavage assay, LF; AID 588501; inhibition, % at 10 µM; further: plate controls were buffer without enzyme for full effect and enzyme alone for no effect
PfHsp40 rescue: restores yeast growth despite PfHsp40 toxicity. growth rescue, % at 12.5 µM. S. cerevisiae expressing PfHsp40, growth rescue, ATP luminescence. hit rate 0.68% among 340,000. AID 504582; in the data active means growth rescue above about 28%, passing the limit was not always enough; inconclusive means no clear call, values can overlap the other calls;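 further: yeast W303a lacking pdr1 and pdr3 grown in galactose medium; growth measured after three days at 30 °C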
UGM FP inh: blocks M. tuberculosis UGM enzyme. P9WIQ1. inhibition, % at 10 µM. hit rate 0.06% among 320,000. AID 504406. purified UGM, fluorescence polarization probe displacement; in the data active means inhibition above about 10%, passing the limit was not always enough; inconclusive means no clear call, values can overlap the other calls
Target sequence (P9WIQ1 whole entry, looked up): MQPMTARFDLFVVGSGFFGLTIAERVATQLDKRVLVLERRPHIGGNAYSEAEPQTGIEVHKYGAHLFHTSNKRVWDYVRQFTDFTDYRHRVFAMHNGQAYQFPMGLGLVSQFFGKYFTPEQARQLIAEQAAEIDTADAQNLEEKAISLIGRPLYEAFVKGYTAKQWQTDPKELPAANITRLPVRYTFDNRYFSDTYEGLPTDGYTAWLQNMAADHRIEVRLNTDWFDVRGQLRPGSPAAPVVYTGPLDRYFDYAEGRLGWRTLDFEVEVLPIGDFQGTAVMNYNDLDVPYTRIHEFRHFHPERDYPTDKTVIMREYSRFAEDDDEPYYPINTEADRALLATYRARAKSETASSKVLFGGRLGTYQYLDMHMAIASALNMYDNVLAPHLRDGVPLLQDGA
GDH-TPI inh: GDH-TPI coupled enzyme inhibition counter-screen; inhibition, % at 4.8 µM; hit rate 1.2% among 360,000; AID 588335; GDH-TPI coupled enzyme counterscreen, NADH absorbance; in the data active means inhibition above about 30%;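 further: 0% = DMSO wells and 100% = wells lacking the enzyme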
* hit, by the source's call; ? = inconclusive; . = no result given. Unless noted, no stated cut-off is given here; in the data, active means inhibition above about 30%; inconclusive means no clear call, values can overlap the other calls; inactive means below that.

SMILES	FadD28 FP inh	BoNT-A LC inh2	BoNT-F LC inh	Mtb BioA inh	FBA Mtb inh	Anthrax LF inh2	PfHsp40 rescue	UGM FP inh	GDH-TPI inh
COc1cc2ccccc2cc1C(=O)Nc1ccc(Cc2ccncc2)cc1	-6.1	-1.0	-2	0.2	2	-1	0.5	-3.1	1
OC(CNCC1CCCO1)Cn1c2ccc(Br)cc2c2cc(Br)ccc21 (stereo unspecified)	-13	-0.5	-42	.	-4	0	1.8	1.5	0
Cc1ccccc1/C(=N\S(=O)(=O)c1ccc(Br)cc1)Nc1ccccc1	-1.1	-0.1	2	-0.2	-1	-3	.	.	5
COc1cc(NC(=O)c2cccs2)cc(OC)c1	-3.6	-0.1	-5	2.1	2	-8	4.3	0.0	5
CC1CCCC(C)N1C(=O)Cn1nnc(-c2ccc([N+](=O)[O-])cc2)n1 (stereo unspecified)	-1.5	-9.2	?	-2.3	-1	-24	-1.5	2.5	3
CCCOc1cccc(C2C(C(=O)c3ccc(C)o3)=C(O)C(=O)N2c2nc(C)c(C(C)=O)s2)c1 (stereo unspecified)	-3.5	0.3	-1	14	1	-1	-0.5	3.7	8
Cc1nc2cc(NC(=O)NCc3ccco3)ccc2o1	0.3	-1.0	-2	-2.1	2	-2	-1.4	2.3	2
CC(C)N1CCC(N2CCN(C3CCCCC3)CC2CCO)CC1 (stereo unspecified)	-1.3	-1.0	6	.	7	-9	-1.4	-0.1	4
CCOC(=O)C1CCCN(C(=O)c2ccccc2SCCOC)C1 (stereo unspecified)	-1.9	-0.2	-8	-2.4	-4	-4	-1.2	-1.4	-13
COc1ccc(CC(=O)NCC2CCCN(Cc3cc(OC)cc(OC)c3)C2)cc1 (stereo unspecified)	-0.6	0.6	?	0.2	2	0	-0.8	0.0	15
Cc1ccnc(NC(=O)CSc2cc(=O)n(C)c3ccccc23)c1	-3.3	1.0	14	1.2	5	-1	-0.8	-0.2	10
CCOC(=O)C1=CCC2C(=O)N(Cc3ccccc3)C(=O)C12 (stereo unspecified)	-2.9	0.3	8	-0.2	-1	-9	.	.	.
Cc1nn(-c2ccccc2)c(C)c1NC(=O)COC(=O)c1cc(Cl)ccc1O	-0.6	1.2	-5	-0.7	16	0	-1.2	5.9	0
Cc1ccccc1N1C(=O)NC(=O)/C(=C\c2cc(C)n(C)c2C)C1=O	-0.9	0.2	-3	-0.7	-2	1	-1.0	-1.2	4
CC1(c2cccc(Br)c2)NC(=O)N(CC(=O)Nc2ccc3c(c2)OCO3)C1=O (stereo unspecified)	-2.0	-0.4	-4	2.8	-4	3	2.8	3.2	-7
Cc1cc(C)nc(N2CCC(C(=O)Nc3nnc(C)s3)CC2)n1	-2.3	?	2	0.6	1	-12	-0.5	2.1	-3
COc1ccc(C)cc1NC(=O)CCNC(=O)Cn1cnc2ccccc2c1=O	1.2	-0.4	-5	2.3	1	1	0.0	1.4	-4
Cc1noc(NS(=O)(=O)c2ccc(NC(=O)c3cc(S(=O)(=O)N(C)c4ccccc4)ccc3Cl)cc2)c1C	2.3	-0.3	1	1.3	0	0	3.2	.	5
Cn1ccnc1Sc1nc2ccccc2nc1NS(=O)(=O)c1ccccc1	-1.5	0.9	2	.	1	1	0.6	-0.4	22
CCC(O)C1CCN(C(=O)c2cc(COc3ccc(F)cc3F)on2)CC1 (stereo unspecified)	-1.0	1.4	5	-2.6	-1	-4	0.2	0.9	9
CCCCc1ccc(NC(=S)N2CCN(C)CC2)cc1	-2.8	1.3	?	0.2	2	7	-0.8	0.3	8
COc1ccc([N+](=O)[O-])cc1NC(=O)C(C)c1ccccc1 (stereo unspecified)	-2.7	-0.1	0	.	-3	0	-1.3	0.5	4
Cn1c(=NC(=O)C2CC2)sc2cc(F)cc(F)c21	-0.1	0.3	0	-1.2	1	-5	-0.1	1.4	-2
CCN(CC)S(=O)(=O)c1ccc(C(=O)C(C#N)c2ccccn2)cc1 (stereo unspecified)	-1.3	0.7	2	-0.9	2	-2	1.4	1.4	10
O=S(=O)(Nc1ccc(S(=O)(=O)N2CCCCC2)cc1)c1cccs1	-0.2	-0.8	7	0.9	3	0	-0.1	-2.8	2

Overlap with the part before: 4 entries, followed by the next part.
SMILES	FadD28 FP inh	BoNT-A LC inh2	BoNT-F LC inh	Mtb BioA inh	FBA Mtb inh	Anthrax LF inh2	PfHsp40 rescue	UGM FP inh	GDH-TPI inh
COc1ccc([N+](=O)[O-])cc1NC(=O)C(C)c1ccccc1 (stereo unspecified)	-2.7	-0.1	0	.	-3	0	-1.3	0.5	4
Cn1c(=NC(=O)C2CC2)sc2cc(F)cc(F)c21	-0.1	0.3	0	-1.2	1	-5	-0.1	1.4	-2
CCN(CC)S(=O)(=O)c1ccc(C(=O)C(C#N)c2ccccn2)cc1 (stereo unspecified)	-1.3	0.7	2	-0.9	2	-2	1.4	1.4	10
O=S(=O)(Nc1ccc(S(=O)(=O)N2CCCCC2)cc1)c1cccs1	-0.2	-0.8	7	0.9	3	0	-0.1	-2.8	2
Cc1cc(C)c(-n2c(SCc3nc4ccccc4s3)n[nH]c2=O)c(C)c1	0.6	1.6	?	.	-1	-10	1.4	1.7	22
Cc1ccc(C(=O)NN2C(=O)C3C4c5ccccc5C(c5ccccc54)[C@@H]3C2=O)cc1 (stereo partly specified)	-4.9	0.0	-1	-0.9	-2	-1	0.0	1.2	-8
CC1CC(C)CN(C(=O)CSc2nc(N)cc(=O)[nH]2)C1 (stereo unspecified)	-1.6	0.6	-3	.	-3	-3	-0.7	0.1	-3
CCOC(=O)c1cc(CC)sc1NC(=O)CSc1nc2ccccc2c(=O)n1Cc1ccco1	-2.6	-0.2	-5	-2.2	-2	0	-1.7	-1.0	-1
Cn1c(CCN2CCCCC2)nc2cc(NC(=O)Nc3ccccc3)ccc21	-1.9	1.4	2	0.5	9	0	-1.4	0.8	1
COc1cc(/C=C2/NC(=O)N(c3cccc(Cl)c3)C2=O)ccc1O	-2.8	0.4	0	.	2	1	0.2	3.5	27
CCN1C(=O)S/C(=C/c2cn(C)c3ccccc23)C1=O	-0.1	0.1	1	.	1	-1	-1.0	-6.0	12
COc1cccc(-n2ccnc2SCC(=O)N2CCCc3ccccc32)c1	-4.6	0.3	2	.	1	0	-0.6	0.6	-6
Cc1occc1C(=O)N(C)CC1CCCN(CCc2ccccc2F)C1 (stereo unspecified)	0.6	0.0	-2	0.2	-3	-3	-0.1	0.6	8
Cc1cc(=O)n2nc(N3CCCC(C(=O)Nc4cccc(C)c4C)C3)sc2n1 (stereo unspecified)	-2.6	-1.1	2	-0.4	1	5	.	.	7
CCCc1nc2ccc(C)cn2c1Cc1ccc(C)cc1	-3.7	1.5	-1	3.1	17	-1	.	.	.
COc1ccc(N2CCN(C(=O)Cc3ccc(Br)cc3)CC2)cc1	-1.0	-1.1	-17	.	-1	-1	0.1	-0.2	9
COC(=O)c1c(C(=O)OC)c(-c2ccc(Cl)cc2)n2c1CS(=O)(=O)C2	0.0	-0.9	-1	4.0	3	2	1.1	0.5	7
CCOC(=O)CSC1=C(C#N)C(c2ccc(C)cc2)C(C(=O)OC)C(=O)N1 (stereo unspecified)	1.1	-0.6	-4	0.0	1	-1	0.4	2.3	5
Cc1onc(-c2ccccc2)c1CNC(=O)Nc1ccc(C(F)(F)F)cc1	-3.8	.	.	-0.2	0	.	1.3	0.5	2
O=C(Cc1cc(=O)[nH]c(=O)[nH]1)N1CCN(C(=O)c2ccco2)CC1	-4.3	0.1	-4	-0.7	-1	2	0.0	-0.8	4
CC(=O)N1c2ccc(S(=O)(=O)N3CCCC3)cc2CC1C(=O)NCc1ccc(OC(C)C)cc1 (stereo unspecified)	-5.5	3.2	4	1.3	-1	2	-0.2	0.6	-5
C[C@@H](CN1CCC[C@H]1CN1C(N)=NC[C@@H]1Cc1ccccc1)N1C[C@@H](Cc2ccccc2)N(CCc2ccc(Cl)c(Cl)c2)C1=N	-12	-0.4	-40	-0.3	3	-9	5.2	3.0	1
COc1ccc(N2CCN(c3ncnc4c3nnn4Cc3ccccc3Cl)CC2)cc1	0.8	-0.4	-8	0.2	4	-6	-0.4	0.3	19
CC1CC(C)CN(C(=O)Nc2ccc(Br)cc2)C1 (stereo unspecified)	-1.0	-0.4	-2	.	0	0	1.3	1.7	1
CCCCN(C)Cc1c(O)ccc2c(=O)c(-c3ccccc3OC)coc12	0.7	0.9	4	0.0	163*	-4	0.0	1.0	41*
COc1ccc2c(c1)[N+](C)(C)C(C)(C)C=C2C	-2.6	0.5	0	4.1	0	-2	0.3	0.5	-3
O=C(COc1ccccc1)Nc1nc2c(s1)CCCC2	-5.9	4.8	2	-0.9	-1	17	-0.5	-0.5	-8
CCOC(=O)c1cnc2c(C)c(Cl)ccc2c1NCCCN1CCOCC1	-1.8	-2.4	?	-1.3	-1	8	-0.7	-0.2	11
CCc1nc2c(OCc3ccc(C(=O)N(C)C)cc3)cccn2c1N(C=O)Cc1ccccc1	-0.1	-0.1	-6	13	1	6	.	.	-1
Cc1cc(C)cc(NC(=S)N2CCN(c3ccc(F)cc3)CC2)c1	-1.8	0.7	-1	.	1	-1	-0.9	1.2	3
Clc1cccc(-c2nc(-c3ccc(-c4nn[nH]n4)cc3)no2)c1	-21	-0.1	-3	0.6	1	-2	-2.5	0.9	0
Cc1ccc(-c2nn(-c3ccccc3)cc2C(=O)Nc2ccc(C)c(S(=O)(=O)N3CCOCC3)c2)cc1	-0.9	-0.9	-6	.	-4	-1	0.2	-0.8	22

Taken from above.
In FadD28 FP inh, O=C(Cc1cc(=O)[nH]c(=O)[nH]1)N1CCN(C(=O)c2ccco2)CC1 shows -4.3
In GDH-TPI inh, CC1CC(C)CN(C(=O)Nc2ccc(Br)cc2)C1 (stereo unspecified) shows 1

Another view of some results above.
| SMILES | FadD28 FP inh | BoNT-A LC inh2 | BoNT-F LC inh | Mtb BioA inh | FBA Mtb inh | Anthrax LF inh2 | PfHsp40 rescue | UGM FP inh | GDH-TPI inh |
| --- | --- | --- | --- | --- | --- | --- | --- | --- | --- |
| Cc1cc(C)nc(N2CCC(C(=O)Nc3nnc(C)s3)CC2)n1 | -2.3 | ? | 2 | 0.6 | 1 | -12 | -0.5 | 2.1 | -3 |
| COc1ccc(C)cc1NC(=O)CCNC(=O)Cn1cnc2ccccc2c1=O | 1.2 | -0.4 | -5 | 2.3 | 1 | 1 | 0.0 | 1.4 | -4 |
| Cc1noc(NS(=O)(=O)c2ccc(NC(=O)c3cc(S(=O)(=O)N(C)c4ccccc4)ccc3Cl)cc2)c1C | 2.3 | -0.3 | 1 | 1.3 | 0 | 0 | 3.2 | . | 5 |
| Cn1ccnc1Sc1nc2ccccc2nc1NS(=O)(=O)c1ccccc1 | -1.5 | 0.9 | 2 | . | 1 | 1 | 0.6 | -0.4 | 22 |
| CCC(O)C1CCN(C(=O)c2cc(COc3ccc(F)cc3F)on2)CC1 (stereo unspecified) | -1.0 | 1.4 | 5 | -2.6 | -1 | -4 | 0.2 | 0.9 | 9 |
